# From PubChem
# Tb PFK inh: T. brucei PFK enzyme inhibition. Potency, µM (doses to about 57.5 µM), for the others: at the top dose activity, negative = inhibition, actives largely listed as inhibitors. hit rate 0.17% among 330,000. O15648. T. brucei PFK, ADP-Glo luminescence;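 note: potency is the fitted concentration of half-maximal effect; 0% = uninhibited 1x PFK enzyme wells and -100% = no-enzyme wells; nearly all actives have a fitted effect of over 60% in size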
#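 Luminescent ADP detection (ADP-Glo, two-step: ATP depletion then ADP-to-ATP conversion for luciferase) reported PFK activity after 45 min room-temperature reaction of 1.25 nM enzyme with 0.5 mM F6P and 0.1 mM ATP at pH 8.0.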
# Eya2 inh: Eya2 (human) phosphatase inhibition. hit rate 0.006% among 330,000. O00167. Potency, µM (highest dose often 76.9 µM), without a hit: top-dose activity, negative = inhibition, actives largely listed as inhibitors. recombinant Eya2, OMFP fluorescence dephosphorylation (OMFP is methylfluorescein phosphate); note: potency is the fitted concentration of half-maximal effect; % is set by controls: 0 for no effect and ±100 for the full control effect
# Target sequence (O00167 whole entry, looked up): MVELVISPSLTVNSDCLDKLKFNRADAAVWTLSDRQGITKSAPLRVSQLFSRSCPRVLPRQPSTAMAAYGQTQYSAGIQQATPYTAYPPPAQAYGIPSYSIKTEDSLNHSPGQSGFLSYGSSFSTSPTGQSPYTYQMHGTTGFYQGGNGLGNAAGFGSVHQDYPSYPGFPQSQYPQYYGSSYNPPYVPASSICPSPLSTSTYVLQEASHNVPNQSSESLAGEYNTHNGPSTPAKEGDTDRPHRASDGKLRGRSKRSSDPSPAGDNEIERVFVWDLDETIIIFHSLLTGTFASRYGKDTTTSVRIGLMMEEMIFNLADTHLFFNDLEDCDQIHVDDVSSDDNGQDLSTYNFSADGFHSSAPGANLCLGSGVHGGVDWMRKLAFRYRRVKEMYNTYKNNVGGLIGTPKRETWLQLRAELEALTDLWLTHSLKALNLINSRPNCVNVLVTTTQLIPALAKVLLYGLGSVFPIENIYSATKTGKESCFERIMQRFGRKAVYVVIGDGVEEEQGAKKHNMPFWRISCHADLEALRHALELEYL
#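 Eya2 protein (added as 0.2 uM solution) was preincubated with compound for 10 min at ambient temperature in 50 mM HEPES pH 7.5, 50 mM NaCl, 5 uM MgCl2, 0.05% BSA, 1 mM DTT. OMFP (added at 50 uM) then reacted 10 min; fluorescence read at 485/525 nm.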
# a7 integrin act: activators of alpha7 integrin expression for muscular dystrophy. alpha7betagal myoblasts, beta-gal FDG fluorescence, 48 h. hit rate 0.064% among 350,000. AID 624291. Potency, µM (top dose mostly 38.3 µM), inactives show at the highest dose activation, usual class: activators;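 note: potency is the fitted concentration of half-maximal effect; 100% = response of the positive control SU9516; nearly all actives have a fitted effect of over 60% in size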
#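 Alpha7betagal+/- myoblasts (passage 13) were plated 16-24 hr, then exposed to compounds (1:260 dilution of DMSO stock) for 48 hours at 37C. After MPER lysis, β-galactosidase reporter activity was read as FDG fluorescence (ex 480/em 540) after 30 minutes.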
# PTAP TSG101 blk: blocks PTAP/TSG101 interaction to inhibit HIV-1 budding; Q99816; Fluorescence polarization, FITC-PTAP peptide / Tsg101 binding; Potency, µM (series often up to 115 µM), inactives show top-dose activity change, negative = inhibition, most hits filed as inhibitors; 340,000 tested, under 10 active; AID 493005; active = well fitted inhibition curve with a large enough effect in the main read-out, with a control signal flat, not every such curve was filed as active; inconclusive = small, poorly fitted or top-dose-only effect, or effect the other way, or a change in a side signal; inactive = no such curve, though single readings can be large or run the other way; note: potency is the fitted concentration of half-maximal effect; % of control where 0% means no effect
# Target sequence (Q99816 whole entry, looked up): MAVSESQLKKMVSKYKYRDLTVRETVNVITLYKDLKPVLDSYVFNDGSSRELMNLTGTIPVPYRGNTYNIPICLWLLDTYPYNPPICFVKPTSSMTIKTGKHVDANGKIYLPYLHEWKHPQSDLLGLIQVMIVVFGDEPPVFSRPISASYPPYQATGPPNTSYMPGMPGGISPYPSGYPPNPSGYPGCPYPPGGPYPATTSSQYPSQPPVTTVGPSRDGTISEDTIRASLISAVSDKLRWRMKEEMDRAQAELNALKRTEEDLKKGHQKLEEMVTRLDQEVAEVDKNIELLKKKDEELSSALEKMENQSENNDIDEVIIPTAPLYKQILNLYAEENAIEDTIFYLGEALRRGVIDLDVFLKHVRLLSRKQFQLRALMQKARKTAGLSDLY
#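 Fluorescence polarization binding of Tsg101 binding domain (10 uM final) to FITC-labeled PTAP peptide (50 nM final) in HEPES pH 7.5 buffer with NaCl, Tween 20, EDTA, TCEP. Compounds added before peptide; binding 20 min at RT.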
# S-ASM inh: inhibitors of human secretory acid sphingomyelinase; P17405; Potency, µM (titrated, usually from 57.5 µM), for inactives: at the top dose activity change, negative = inhibition, most hits filed as inhibitors; placental ASM, HMU-PC fluorogenic substrate, 60 min; hit rate 0.006% among 340,000; note: potency is the fitted concentration of half-maximal effect
#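 HMU-PC0 cleavage (9 uM final) by human placental ASM, 60 min at 37 °C following 10 min compound exposure at RT; stopped at pH 10, fluorescence Ex 386/Em 447 nm.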
# Chronic BCR inh: inhibitors of chronic active B-cell receptor signaling; ABC-DLBCL IkBa-CBG/CBR reporter, luminescence ratio, 4 h; Potency, µM (top dose mostly 46.1 µM), for inactives: at the highest dose ratio change, negative = lower green/red ratio, actives largely listed as inhibitors; hit rate 0.05% among 340,000; active = well fitted inhibition curve with a large enough effect in the signal ratio, with a control signal flat, not every such curve was filed as active; inconclusive = small, poorly fitted or top-dose-only effect, or effect the other way, or a change in a side signal; the % refers to the signal ratio;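 note: potency is the fitted concentration of half-maximal effect; plate controls were basal doxycycline-induced cells for no effect and cells given 10 µM MG132 for full effect; MG132 reads +100%, hits lower the ratio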
#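 Compounds up to 46 uM were incubated four hours with TMD8 cells whose green CBG68 luciferase is fused to IkappaBalpha; red CBR luminescence normalised the signal, and concentration-effect curves were fitted to fusion, red and ratio data.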
# TSHR antag: blocks TSH signaling through the human TSH receptor | P16473 | TSHR-expressing cells, TSH-stimulated cAMP HTRF, 2 h; active compounds read low | activity change, negative = inhibition, % at 11.5 µM | hit rate 0.2% among 330,000;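 active = activity change below a set negative limit, meaning inhibition stronger than a set level, cut at about -70% in these data; inconclusive = activity change between two set negative limits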; note: % is set by controls: 0 for no effect and ±100 for the full control effect
#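 Antagonism was scored as loss of TSH-driven cAMP in TSHR cells, stimulated with 4nM TSH (EC80) for 2 hours at 37 deg C and detected by homogeneous HTRF competition immunoassay.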
# ELG1 DNA repair: ELG1-dependent DNA repair inhibition; Potency, µM (doses to about 46.1 µM), inactives show top-dose activity change, negative = inhibition, usual class: inhibitors; hit rate 2.3% among 330,000; AID 504467; HEK293T ELG1-luciferase reporter, luminescence, 16 h; DNA damage induced by 5-fluorouridine; note: potency is the fitted concentration of half-maximal effect; % is set by controls: 0 for no effect and ±100 for the full control effect; nearly all actives have a fitted effect of over 55% in size
#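 Step one: seed 2,000 cells per well. Step two: pin-transfer compound or DMSO alongside 5-fluorouridine. Step three: incubate 16 hr, 37 °C, 5% CO2. Step four: add ONE-Glo, wait 30 min, read luminescence.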
# TCR act: activates T cell receptor signaling; primary human leukocytes, anti-CD3, IL-2 HTRF, 48 h; Potency, µM (top dose mostly 9.22 µM), for the others: at the highest dose activation of IL-2 secretion, usual class: activators; 330,000 tested, under 10 active; note: % of control where 0% means no effect
#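 IL-2 release read by HTRF sandwich (Eu cryptate donor, d2 acceptor, 665 nm emission) after 48 hr exposure of primary human leukocytes to compound together with anti-CD3 beads in the absence of co-stimulatory signals.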
# Mito fusion yeast: mitochondrial division inhibition or fusion activation | hit rate 0.23% among 320,000 | Potency, µM (highest dose often 46.1 µM), without a hit: at the top dose growth rescue (activation), usual class: activators | S. cerevisiae fusion-defective mutant growth rescue, CellTiterGlo 48 h | AID 485298;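 note: potency is the fitted concentration of half-maximal effect; % of control where 0% means no effect; nearly all actives have a fitted effect of over 45% in size; temperature-sensitive fusion mutants such as fzo1-1 at 37 °C on non-fermentable ethanol glycerol medium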
#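 Read-out: ATP-based luminescence (CellTiterGlo, 10 min ambient) reporting growth of fusion-defective ts yeast after 48 hours at 37C on glycerol/ethanol YPEG medium in the presence of compound.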
# A-T KAP1 phos: potential ataxia-telangiectasia treatment. […] A-T fibroblasts, KAP-1 phosphorylation AlphaLISA; neocarzinostatin DNA damage 30 min before lysis. AID 485349. hit rate 0.19% among 320,000. Potency, µM (highest dose often 57.5 µM), without a hit: at the highest dose activation, most hits filed as activators; note: potency is the fitted concentration of half-maximal effect; % of control where 0% means no effect; nearly all actives have a fitted effect of over 45% in size
#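 hTERT-immortalized A-T patient fibroblasts ([…]), 500 cells/well in OPTI-MEM, 1% FBS, got compounds for 60 min, then NCS for 30 min at 37C. Lysates were then assayed for phospho-KAP-1 by AlphaLISA (anti-pKAP1 donor, anti-KAP1 acceptor beads), 6 hr at 25C.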
# * = called active by the depositor; ? = inconclusive; . = no result given; & = joins results of further samples; [ ] = another dose, or the depositor's remark. Unless noted, calls come from the whole dose curve; as a rule, active = well fitted curve in the direction sought with a large enough effect; inconclusive = small, poorly fitted or top-dose-only effect, or another doubt; inactive = no such curve, though single readings can be large; an effect the other way counts as inactive or inconclusive.
SMILES,Tb PFK inh,Eya2 inh,a7 integrin act,PTAP TSG101 blk,S-ASM inh,Chronic BCR inh,TSHR antag,ELG1 DNA repair,TCR act,Mito fusion yeast,A-T KAP1 phos
C=CCn1c(SCC(=O)N2CCN(C(=O)c3ccco3)CC2)nc2sc(CC)cc2c1=O,-3%,5%,23%,-11%,5%,9%,-6,?,1%,7%,1%
COc1cc(C(=O)NCC(=O)NCCSc2ccc(Br)cc2)cc(OC)c1OC,-7%,-4%,-9%,1%,-1%,-6%,0,?,-1%,-7%,7%
Cc1ccc(CNC(=O)c2ccccc2NC(=O)CSc2nnnn2C)cc1,2%,10%,-11%,-3%,-1%,2%,-4,3%,1%,3%,0%
Cc1cccc(C)c1NC(=O)c1cccc(COc2cc(Cl)ccc2Cl)c1,3%,3%,-1%,-1%,-6%,1%,-8,?,6%[46.1 µM],0%,-5%
O=c1[nH]c(S)c(/C=C2\C=Nc3ccccc32)s1,4%,16%,19%,?,-10%,-11%,-10,0%,-171%,8%,-4%
N#Cc1ccc(CSc2nnc(NC(=O)C3CCCO3)s2)cc1 (configuration not stated),-1%,-9%,16%,-14%,-1%,0%,1,-7%,-19%,-1%,9%
S=C(NCC1CCCO1)N1CCN(c2cccc(Cl)c2)CC1 (configuration not stated),-29%,-9%,3%,-4%,-1%,1%,-5,?,5%,-4%,2%
CCOc1ccc(N(C)S(=O)(=O)c2ccc3[nH]cc(C(=O)NCC4CCCO4)c(=O)c3c2)cc1 (configuration not stated),-2%,5%,-24%,-10%,-5%,?,-6,23µM*,-1%,4%,-1%
CCN(CC)C(=O)c1[nH]cnc1C(=O)NC1CCN(C(=O)OC(C)(C)C)CC1,-1%,-4%,7%,.,4%,0%,3,?,-3%,-6%,-11%
CCCC(=O)Nc1cccc(NC(=O)c2cccc([N+](=O)[O-])c2C)c1,1%,0%,-13%,-1%,0%,?,9,?,8%[46.1 µM],0%,3%
CN(CC(O)COc1ccc(S(=O)(=O)N2CCOCC2)cc1)C1CCCCC1 (configuration not stated),.,.,42%,-16%,5%,.,.,.,5%,1%,.
O=C(COC(=O)/C=C/c1ccccc1Cl)NCc1ccccc1,5%,-1%,-34%,-2%,0%,0%,-8,-4%,2%[46.1 µM],-4%,7%
Clc1ccc(CSc2nnnn2-c2ccc3c(c2)OCO3)c(Cl)c1,-22%,-15%,2%,-1%,-2%,?,-21,-14%,-7%,6%,3%
Cc1ccc(NC(=O)N2C3CCCC2CC(NC(=O)C2CC2)C3)cc1 (configuration not stated),-13%,5%,-12%,-1%,2%,2%,14,21%,-1%,-33%,-3%
Cn1c(CN2CCN(c3cccc(Cl)c3)CC2)nc2ccccc21,-3%,2%,-21%[7.66 µM],-10%,39%,-1%,-15,0%,-1%[46.1 µM],16%,3%
Fc1ccc(-c2n[nH]c(=S)n2/N=C/c2c[nH]c3ccccc23)cc1,-8%,-9%,3%,0%,-2%,-4%,-9,?,1%[46.1 µM],-5%,0%
COc1ccccc1C(CNC(=O)c1cc(C)nc2ccccc12)N(C)C (configuration not stated),-10%,-1%,-4%,-1%,2%,2%,-9,18%,2%,-1%,-5%
COCc1cc(C)nc(N2CCc3ccccc32)c1C#N,.,.,18%,0%,2%,.,.,.,-12%,?,.
CCOc1ccccc1NC(=O)CSc1nc2ccccc2nc1N1CCOCC1,1%,-7%,-7%,-2%,5%,?,17,?,-4%,-4%,11%
CCn1c(SCC(=O)Nc2cccc(OC)c2)nc2c(c1=O)SCC2,-5%,-28%,7%,-1%,.,-7%,1,13%,-4%,-2%,-9%
COc1cc(NC(=O)c2ccccc2Cl)ccc1NC(=O)c1ccco1,1%,-2%,0%,-4%,-1%,?,-5,?,3%,1%,-1%
O=C(O)/C=C/C(=O)NC1CCS(=O)(=O)C1 (configuration not stated),14%,-12%,35%,-1%,4%,?,13,?,1%[46.1 µM],6%,35%
Cc1cc(C)c2c(N=CN(C)C)c(C(=O)N3CCN(c4ncccn4)CC3)sc2n1,3%,11%,5%,-1%,0%,0%,-3,?,8%,5%,8%
CC1=C(C(=O)NC(C)c2ccccc2)C2(CCC(C)CC2)OC1=O (configuration not stated),-7%,11%,24%,-4%,0%,6%,14,1%,8%,1%,-5%
O=C(NCC(=O)N1CCN(S(=O)(=O)c2ccccc2)CC1)c1ccc(Br)o1,3%,-2%,11%,-2%,.,-2%,6,?,-1%,-12%,-3%
Cc1ccc(NC(=S)N2CCc3[nH]c4ccccc4c3C2)cc1,-9%,8%,-36%,0%,-7%,8%,11,5%,-9%,-2%,2%
NNC(=O)c1cc2c(s1)CCCCCC2,0%[0.46 µM],5%,-4%,-3%,1%,-15%,-10,-5%,4%,-1%,-7%
COCCCNC(=O)c1c[nH]c2ccc(S(=O)(=O)N3CCC(C)CC3)cc2c1=O,2%,-2%,4%,-8%,9%,-10%,-10,?,-1%,7%,-2%
CCOc1cc(/C=C/c2nc3ccccc3c(=O)[nH]2)ccc1O,12%,-26%,11%,-1%,23%,?,0,29%,9%,4%,?
O=C1C2C3C=CC(CC3)C2C(=O)N1c1cccc(C(F)(F)F)c1 (configuration not stated),0%,7%,12%,-1%,5%,11%,1,16%,0%,-1%,3%
Cn1c(=O)c2c(-c3ccccc3)n(-n3cnnc3)cc2n(C)c1=O,0%,-8%,-29%,-1%,-1%,?,11,?,5%,1%,-2%
CC(=O)Nc1ccc(S(=O)(=O)N2CCN(CCc3ccccc3)CC2)cc1,1%,2%,-8%,0%,2%,4%,-7,-29%,-7%,4%,1%
COc1ccc2cc(C(=O)C3CCCN(C(=O)c4ccnn4C)C3)ccc2c1 (configuration not stated),-14%,-24%,-25%,-2%,4%,-6%,0,11%,-2%,6%,3%
O=C(C[n+]1ccccc1)c1ccc(-c2ccccc2)cc1,2%,1%,-63%[inhibitor],0%,-3%,4%,7,0%,-6%,1%,0%
COc1cccc(C(=O)COc2ccc(NC(=O)c3ccccc3)cc2)c1,0%,-2%,?,-2%,-5%,-3%,-2,-16%,0%,-1%,8%
COc1cc2c(CCNC(C)=O)c[nH]c2cc1Cl,0%,1%&-34%,.,-1%,4%,?,2&0,23%,-6%,-14%&1%,5%
Cc1cccc(NC(=S)N2CCN(S(=O)(=O)c3ccccc3)CC2)c1,-1%,0%,-12%,0%,0%,-9%,4,-5%,5%,-5%,-2%
CCC(C)N1C(=O)CCC1C(=O)N1CCN(c2ccc(F)cc2)CC1 (configuration not stated),-1%,-9%,-6%,0%,2%,?,17,22%,1%,-1%,.
CCc1nnc(SCC(=O)Nc2nnc(C)s2)n1CC1CCCO1 (configuration not stated),8%,6%,-11%,.,1%,1%,12,1%,2%,2%,-5%
O=C(N1CCOCC1)N1CCCC(c2nc(-c3cccs3)no2)C1 (configuration not stated),2%,-21%,18%,.,4%,-1%,-4,17%,.,1%,8%
CC1(C)CC(=O)C2=C(C1)Oc1nc3ccccc3cc1C2C(C#N)C#N (configuration not stated),2%,15%,-13%,-4%,4%,?,10,23µM*,6%,-14%,18%
CC(C)CNC(=S)NNC(=O)c1ccco1,0%,2%,-8%,-9%,8%,?,28,7%,-2%[46.1 µM],-1%,4%
O=C(/C=C/c1ccccc1)N1CCC(N2CCC(C(=O)N3CCOCC3)CC2)CC1,-4%,3%,-12%,1%,5%,9%,-13,-1%,6%,0%,4%
COc1ccc(-c2c(-c3ccc(OC)c(C)c3O)n[nH]c2C)cc1,0%,-15%,0%,-4%,?,?,15,-25%,3%,-5%,3%
COc1ccccc1OCC(=O)NCCSCc1ccccc1Cl,0%,-6%,2%,0%,2%,5%,-12,17%,1%[46.1 µM],-2%,2%
